NadD block – NadD (S. aureus) enzyme inhibition; purified NadD enzyme, colorimetric absorbance read-out; inhibition, % at 20 µM; 360,000 compounds, 0.78% hits; AID 602399; in the data active = inhibition above about 26%; also: some compounds past the cut are filed as inactive
Rpn11 inh – inhibitors of human proteasome Rpn11. O00487. human 26S proteasome, Ub4-pepOG fluorescence polarization; 20S core pre-blocked with epoxomicin. calls only at 20 µM. 360,000 compounds, 0.59% hits;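 active = inhibition at 20 µM, scaled to each plate's controls, above about 33%, limit read from the data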
Target sequence (O00487 whole entry, looked up): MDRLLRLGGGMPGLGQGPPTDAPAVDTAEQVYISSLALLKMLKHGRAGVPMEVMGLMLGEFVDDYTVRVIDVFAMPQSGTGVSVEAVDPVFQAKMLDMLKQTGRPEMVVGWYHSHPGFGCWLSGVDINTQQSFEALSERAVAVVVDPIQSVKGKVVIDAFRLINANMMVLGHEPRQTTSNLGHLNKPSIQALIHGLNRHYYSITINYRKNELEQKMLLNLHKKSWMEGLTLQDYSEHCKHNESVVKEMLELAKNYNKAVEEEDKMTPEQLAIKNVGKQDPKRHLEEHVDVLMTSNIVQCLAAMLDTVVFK
Rin1-Abl PPI inh – inhibitors of human Rin1-Abl protein interaction; P00519+Q13671; TR-FRET Rin1/Abl binding, biochemical; inhibition, % at 7.35 µM; 360,000 compounds, 0.4% hits; AID 588664; in the data active = inhibition above about 5%, passing the limit was not always enough
CSN deneddyl inh – CSN deneddylation inhibition | Q92905 | 360,000 compounds, 0.38% hits | AID 651999 | Purified CSN, SCF-Nedd8-OG deneddylation, fluorescence polarization | inhibition, % at 12.5 µM;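 active = pattern-corrected inhibition above about 35%, with an unprinted fluorescence ratio check between 0.5 and 1.5, limit read from the data, passing the limit was not always enough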;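 also: 0% = enzyme with substrate and 100% = substrate without enzyme; some results filed as inactive read as strong as hits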
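assay system = purified human Csn5 enzyme expressed in HEK293T cells | amount = 0.24 nM enzyme | buffer or medium = Tris/NaCl/DTT buffer, pH 7.5 | reagent = 10 nM SCFSkp2-Nedd8OG | compound = one concentration, 12.5 µM, 0.25% DMSO | times = 90 min reaction at room temperature | signal = FP | read-out basis = % inhibition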
FAS-TE inh – inhibitors of human fatty acid synthase thioesterase domain; recombinant FAS-TE, OMFH fluorogenic substrate, fluorescence endpoint; inhibition, % at 15 µM; 360,000 compounds, 0.67% hits;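 active = compounds whose normalised, plate-corrected inhibition of enzyme fluorescence in the single-dose primary screen is 50% or more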;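 also: 0% = DMSO with enzyme and 100% = substrate without enzyme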
MT1-MMP act inh – MT1-MMP (human) activation inhibition; P50281; 360,000 compounds, 0.061% hits; AID 651647; HT1080 RFP-PRO-GFP cells, GFP/RFP ratio fluorescence, overnight; percent of plate control window, DMSO zero; GFP/RFP ratio change, % at 20 µM;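 active = GFP/RFP ratio change of at least 30% with cell ATP level not reduced by more than half and red fluorescence within 50% of control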; also: strong numbers were not always called active
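Material – HT1080 RFP-PRO-GFP cells · Control set – DMSO wells and RFP-L50D-GFP cells · Incubation – overnight cell settling, then overnight compound exposure, 37 °C, 5% CO2 · Compound dosing – single-point 20 µM compound, 1% DMSO · Read-out – GFP/RFP fluorescence ratio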
PABP1 MLLE inh – blocks PAM2 peptide binding to the PABP1 MLLE domain; 360,000 compounds, 0.36% hits; inhibition, % at 20 µM; P11940; GST-MLLE / FITC-PAM2 fluorescence polarization; in the data active = inhibition above about 35%, passing the limit was not always enough;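 also: plate controls were DMSO wells with GST-MLLE for no effect and wells lacking GST-MLLE protein for full effect; some results filed as inactive read as strong as hits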
Target sequence (P11940 whole entry, looked up, the tested form may be a part): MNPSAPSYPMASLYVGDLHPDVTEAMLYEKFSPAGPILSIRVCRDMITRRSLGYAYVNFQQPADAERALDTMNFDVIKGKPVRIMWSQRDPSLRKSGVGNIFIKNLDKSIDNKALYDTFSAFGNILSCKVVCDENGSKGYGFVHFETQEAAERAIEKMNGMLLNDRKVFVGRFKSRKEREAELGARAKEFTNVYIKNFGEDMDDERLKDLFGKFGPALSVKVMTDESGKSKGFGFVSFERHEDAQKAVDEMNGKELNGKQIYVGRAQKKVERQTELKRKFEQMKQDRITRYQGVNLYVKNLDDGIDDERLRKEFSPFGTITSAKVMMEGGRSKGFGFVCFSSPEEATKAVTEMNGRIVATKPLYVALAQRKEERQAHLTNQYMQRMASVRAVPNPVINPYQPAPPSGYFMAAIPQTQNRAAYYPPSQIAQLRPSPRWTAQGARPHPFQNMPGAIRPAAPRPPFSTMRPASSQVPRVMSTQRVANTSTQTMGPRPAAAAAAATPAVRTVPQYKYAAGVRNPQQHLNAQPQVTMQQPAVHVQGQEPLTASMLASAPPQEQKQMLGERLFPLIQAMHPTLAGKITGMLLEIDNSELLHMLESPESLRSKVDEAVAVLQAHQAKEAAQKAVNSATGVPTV
SKN-1 block – inhibitors of C. elegans SKN-1. C. elegans VP596 Pgst-4::GFP/RFP ratio, acrylamide-induced, 24 h. inhibition, % at 21.8 µM. 360,000 compounds, 0.49% hits. AID 624304;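 active = interference check ratio from 0.5 to 1.5 plus GFP to RFP signal ratio inhibition reaching or exceeding a fixed threshold, cut at about 30% in these data, passing the limit was not always enough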; also: some compounds called inactive have numbers as strong as hits
Neddyl block – blocks human cullin neddylation; P61081+Q13564; TR-FRET cullin neddylation, biochemical; calls only at 25 µM; 360,000 compounds, 0.58% hits; in the data active = inhibition above about 36%
Numbers without * were called inactive; i = inactive; x = no result given. Compounds were not picked by outcome; overall some 3.9% were active at least once.

Molecule,NadD block,Rpn11 inh,Rin1-Abl PPI inh,CSN deneddyl inh,FAS-TE inh,MT1-MMP act inh,PABP1 MLLE inh,SKN-1 block,Neddyl block
COc1ccccc1CN1C(=NC(=O)CCC2CCCC2)SC2CS(=O)(=O)CC21 (stereo unspecified),1,i,0,1,9,-6,0,3,i
CC(C)(C)Cc1nnc(NC(=O)CSc2ccccc2)s1,3,i,-3,-2,-3,2,26,6,i
CNC(=O)COc1ccc2oc3c(c2c1)CCCC3,-2,i,-1,0,1,1,7,11,i
COP1(=O)C[C@@H](O)[C@@H](O)[C@@H](COCc2ccccc2)O1 (stereo partly specified),-4,i,3,94,-9,1,-13,-14,i
Cc1cc(C)n(C(=O)c2ccc([N+](=O)[O-])cc2Cl)n1,-4,i,0,3,3,3,5,2,i
CCn1c2ccc(C)cc2c2nnc(SCCN3CCCCC3)nc21,0,i,-9,-1,-1,-4,33,-4,i
CNC(=S)NNC(=O)Cc1ccc(OC)cc1,-2,i,3,0,-6,2,-9,-2,i
Cc1ccc(NC(=O)c2noc(C(C)C)c2[N+](=O)[O-])cc1,-17,i,3,0,4,13,8,8,i
CN(c1ccc(OCC(=O)OCC(=O)Nc2ccc(OC(F)F)cc2)cc1)S(=O)(=O)c1cccs1,-11,i,1,4,16,-2,1,-4,i
Cc1cnc(NC(=O)CSc2nnc(COc3c(C)cccc3C)o2)s1,2,i,-1,-4,8,5,5,3,i
O=S(=O)(NCc1csc(-c2cccnc2)n1)c1ccc2c(c1)OCCO2,-2,i,5,0,-6,-1,1,-4,i
CC1CCCCN1C(=O)CNCC1CCCO1 (stereo unspecified),3,i,3,-6,-6,2,13,2,i
O=C(Nc1cccc(-c2csc(Nc3cccc(C(F)(F)F)c3)n2)c1)c1cc([N+](=O)[O-])cc(C(F)(F)F)c1,37*,i,0,-2,34,1,22,-3,i
CC(=O)c1ccc(S(=O)(=O)NCCCC(=O)N(C)Cc2ccc3c(c2)OCO3)cc1,-9,i,-3,-2,-5,-2,-7,16,i
CN(C)/C=N/C(=S)Nc1ccc(Cl)cc1,-3,i,2,1,-8,2,-19,8,i
COC(=O)c1c(NC(=O)C2(C)Cc3ccccc3C(=O)O2)sc2c1CCCC2 (stereo unspecified),4,i,-1,1,25,-3,27,-2,i

Next part; the last 2 above are carried over.
Molecule,NadD block,Rpn11 inh,Rin1-Abl PPI inh,CSN deneddyl inh,FAS-TE inh,MT1-MMP act inh,PABP1 MLLE inh,SKN-1 block,Neddyl block
CN(C)/C=N/C(=S)Nc1ccc(Cl)cc1,-3,i,2,1,-8,2,-19,8,i
COC(=O)c1c(NC(=O)C2(C)Cc3ccccc3C(=O)O2)sc2c1CCCC2 (stereo unspecified),4,i,-1,1,25,-3,27,-2,i
COc1nccnc1NS(=O)(=O)c1ccc(NCc2ccccc2O)cc1,-2,i,1,4,-7,-1,1,4,i
CCCCN(C(=O)c1cc2c(s1)CCC2)c1c(N)n(CCC)c(=O)[nH]c1=O,3,i,3,3,-7,0,-6,14,i
COc1ccc(C(CC(=O)NCc2ccccc2)Sc2n[nH]c(-c3ccc(Cl)cc3)n2)cc1 (stereo unspecified),0,i,-3,4,-3,-4,-40,1,i
O=C(CC(c1ccccc1)c1cc(Br)ccc1O)NCc1ccco1 (stereo unspecified),-5,i,-3,-2,5,-10,-8,-9,i
Cc1ccc(NC(=O)Cn2ncc3ccccc32)c(Cl)c1,0,i,-2,4,0,7,7,11,i
COc1ccccc1C1NC(=O)NC(C)=C1C(=O)OC1CCCCC1 (stereo unspecified),-8,i,0,4,-4,2,4,6,i
O=C(Nc1ccc(S(=O)(=O)Nc2ccccn2)cc1)C(F)(F)F,5,i,2,-1,-6,0,-8,-3,i
COc1nc(N=C(N)N)nc2c(C)cccc12,8,i,0,-2,-8,-11,7,18,x
CCn1c(SCC(=O)Nc2nccs2)nnc1-c1ccccn1,3,i,-2,1,-6,-2,19,3,i
Oc1[nH]c2ccc(Br)cc2c1N=Nc1nn[nH]n1,8,i,-6,0,-1,-13,-5,-4,i
Cc1cc(C)cc(N(C(=O)c2csnn2)C(C(=O)NC2CCCC2)c2ccccn2)c1 (stereo unspecified),4,i,1,2,0,0,4,0,i
CC(C)CC(=O)c1c[nH]c(C(=O)N2CCN(Cc3ccccc3)CC2)c1,-9,i,-3,-9,-6,4,-5,-5,i
COc1cc([N+](=O)[O-])ccc1NC(=O)COC(=O)C=C(C)C,-2,i,-2,5,12,5,0,-10,i
COc1ccc(OCCSc2nnc(C(C)NC(=O)c3ccccc3F)n2C)cc1 (stereo unspecified),-3,i,0,-9,-7,1,-6,-17,i
CCOC(=O)CN1N=C(/C=C/c2ccc(OCC)cc2)CCC1=O,-2,i,1,3,0,-2,-4,10,i
Nc1ccccc1C(=O)NNc1ncc(C(F)(F)F)cc1Cl,0,i,-2,-1,-2,2,0,-3,i
COc1ccc(NC2CCCN(C(=O)c3cccnc3SC)C2)cc1OC (stereo unspecified),-2,i,3,1,-6,1,-1,-10,i
C=CCOc1c(Cl)cc(CNc2ccc3[nH]c(=O)[nH]c3c2)cc1OC,2,i,-2,-1,-9,-3,14,4,i
COc1ccc(-c2nc(CSCC(=O)NCCCN3CCCC3=O)c(C)o2)cc1OC,-4,i,0,-5,-7,2,7,4,i
O=c1[nH]c2c(=O)[nH]cnc2nc1-c1ccccc1,8,i,-5,2,-8,-1,-1,3,x
CC[C@@]1(C(=O)OC)N[C@H](CN(C)C(=O)c2ccc(F)cc2)[C@@H]2C(=O)N(C)C(=O)[C@@H]21,4,i,-4,1,-10,1,5,-6,i
COc1cc(/C=C(\C#N)C(=O)NC(C)C)cc(Cl)c1O,-4,i,1,3,-3,-28,-35,-8,i
COc1cc(/C=N/NC(=S)NC2CC3CC2C2C=CCC32)ccc1O (stereo unspecified),0,i,-3,0,37,4,-5,-3,i
CC(=O)N1CCCc2cc(S(=O)(=O)N3CCCC(C(=O)NCc4ccccc4)C3)ccc21 (stereo unspecified),1,i,-2,-1,2,4,5,21,i
O=C(Nc1cccc(-c2ccc(N3CCCCC3)nn2)c1)C(F)(F)F,2,i,-1,6,7,1,2,13,i
CC(=O)c1cn(N(C)c2ncc(C(F)(F)F)cc2Cl)c(=O)[nH]c1=O,2,i,0,-10,-5,1,5,8,i
COc1ccc(CC(N)c2csc(Nc3ccccn3)n2)cc1 (stereo unspecified),-5,i,-1,1,-9,0,-6,-5,i
Fc1ccccc1COc1ccc(Br)cc1CNCc1cccnc1,-4,i,1,0,8,6,0,13,i
CN1CCN(C(CNC(=O)Nc2ccc(Cl)cc2)c2ccc(F)cc2)CC1 (stereo unspecified),-3,i,-1,0,-1,-4,1,6,i
O=C(NCC1CCCO1)NC1(C(F)(F)F)Oc2ccccc2O1 (stereo unspecified),-4,i,2,0,-8,-6,-6,-28,i
Cc1c(C)n(Cc2ccccc2)c2ccc(C(=O)O)cc12,-3,i,-1,0,-2,-3,-10,-3,i
Cc1c2cnn(CC(=O)NCCN3CCOCC3)c(=O)c2c(C)n1Cc1ccccc1F,1,i,-2,-3,-11,5,1,-7,i

Single values from the list:
PABP1 MLLE inh, CN(c1ccc(OCC(=O)OCC(=O)Nc2ccc(OC(F)F)cc2)cc1)S(=O)(=O)c1cccs1 = 1
Rin1-Abl PPI inh, CC(=O)N1CCCc2cc(S(=O)(=O)N3CCCC(C(=O)NCc4ccccc4)C3)ccc21 (stereo unspecified) = -2

Other results follow:
Molecule,NadD block,Rpn11 inh,Rin1-Abl PPI inh,CSN deneddyl inh,FAS-TE inh,MT1-MMP act inh,PABP1 MLLE inh,SKN-1 block,Neddyl block
CCC(=O)Nc1cccc(-c2nnc(SCC(=O)NCc3ccco3)n2C)c1,10,i,-4,3,-12,-10,-141,-18,i
Cc1ccc2c(c1)NC(c1cccs1)C1=C(CC(C)(C)CC1=O)N2 (stereo unspecified),-4,i,-1,-9,4,2,6,-7,i
CCCn1c(SCC(=O)Nc2sc(C)c(C)c2C(=O)OCC)nc2c1c(=O)n(C)c(=O)n2C,0,i,-1,4,2,2,-2,11,i
COc1ccc(NC(=O)/C=C/c2ccc(S(=O)(=O)N3CCOCC3)cc2)cc1,4,i,-2,1,-6,-2,7,1,i
O=C(C1CCCN1S(=O)(=O)c1ccc(Br)cc1)N1CCOCC1 (stereo unspecified),-1,i,1,-3,-14,-1,-6,6,i
COc1ccc(Cl)cc1NC(=O)CN(C)C(=O)c1cc(=O)c2ccccc2o1,0,i,3,-1,6,2,9,-3,i
Cc1nc2ncccn2c1-c1csc(Nc2ccc(N(C)C)cc2)n1,-2,i,-3,-1,-9,10,-83,-5,i
Cc1ccc(C(=O)NCC(=O)OCC(=O)Nc2ccccc2C#N)s1,-4,i,-3,-3,-7,1,-15,-9,i
COC(=O)c1ccc(NC(=O)CSc2nnc(COc3ccccc3)n2C)cc1,-5,i,2,-3,-9,7,-5,0,i
COc1ccc(C(=O)N/N=C/c2cn[nH]c2-c2ccc(OC)cc2OC)cc1,3,i,-4,-5,-9,-4,-7,1,i
COc1cccc(-n2c(C)cc(/C=C3/C(=N)N4C(=NC3=O)SN=C4S(C)(=O)=O)c2C)c1,20,i,6,15,1,-16,-48,1,i
COc1ccc(CCNC(=O)CSc2ccc(-c3ccncc3)nn2)cc1,-3,i,-3,1,-5,5,3,-2,i
Cc1ccsc1C(=O)NCCc1ccco1,-2,i,1,14,-8,-4,1,-13,i
CS(=O)(=O)c1ccc(Cl)c(NC(=O)CSc2nncn2-c2ccccc2)c1,-3,i,1,2,-1,1,-9,5,i
OC1(C(F)(F)F)CC(c2ccc3ccccc3c2)=NO1 (stereo unspecified),-1,i,-2,-1,3,2,6,15,i
CC1=CC2=NC(=O)/C(=C\c3ccc(OC(=O)c4ccco4)cc3)C(=N)N2O1,1,i,2,1,-9,-14,-9,9,i

High-throughput results from PubChem BioAssay.
